Screens from PubChem BioAssay.
NCI-60 one-dose screen, 48 h, at 10 µM unless noted. Numbers give growth in % (100 = growth as untreated, 0 = no growth, -100 = all killed).
UACC-62 – UACC-62 melanoma. AID 1794756. hit rate 5.4% among 81,000
SK-MEL-5 – SK-MEL-5 melanoma | hit rate 6.4% among 80,000
SK-MEL-28 – SK-MEL-28 melanoma; hit rate 4.1% among 81,000; AID 1794761
EKVX – EKVX NSCLC | hit rate 3% among 71,000 | AID 1794765
A549/ATCC – A549/ATCC NSCLC; hit rate 3.7% among 81,000
M14 – M14 melanoma; hit rate 6.2% among 80,000
UACC-257 – UACC-257 melanoma | hit rate 4.4% among 78,000
HOP-92 – HOP-92 NSCLC cells. hit rate 6.3% among 71,000
* marks the source's active call; other numbers are inactive results; [ ] = dose if it differs, or a comment. The calls were made as follows: active = growth percent below 10; inactive = the rest.

Results for C[C@H]1[C@H](C)CC[C@]2(COCCC#N)CC[C@]3(C)C(=CC[C@@H]4[C@@]5(C)Cc6c([nH]c7ccccc67)C(C)(C)[C@@H]5CC[C@]43C)[C@H]12 ?
UACC-62: 99; SK-MEL-5: 96; SK-MEL-28: 111; EKVX: 109; A549/ATCC: 76; M14: 108; UACC-257: 80; HOP-92: 102

What do the screens show for `COc1cc(/C=C2\C(=O)Nc3ccccc32)cc(OC)c1O`?
UACC-62: 72; SK-MEL-5: 46; SK-MEL-28: 90; EKVX: 110; A549/ATCC: 68; M14: 54; UACC-257: 63

How did O=C(NC1CCCCC1)c1ccc2ccccc2c1O do in these assays?
UACC-62: 65; SK-MEL-5: 49; SK-MEL-28: 94; EKVX: 89; A549/ATCC: 57; M14: 84; UACC-257: 96; HOP-92: 113

What do the screens show for `Cn1cnc2ccccc2c1=O`?
UACC-62: 102; SK-MEL-5: 101; SK-MEL-28: 111; EKVX: 95; A549/ATCC: 99; M14: 105; UACC-257: 95; HOP-92: 137

What do the screens show for `O=C(N/N=C/c1ccc(O)c(O)c1)c1sc2ccccc2c1Cl`?
UACC-62: 74; SK-MEL-5: 82; SK-MEL-28: 57; EKVX: 98; A549/ATCC: 96; M14: 98; UACC-257: 111; HOP-92: 50

Results for O=[N+]([O-])c1cccc(-c2nc3sccn3c2-c2ccnc(NCCCNS(=O)(=O)c3ccc(C(F)(F)F)cc3)n2)c1 ?
UACC-62: -13*; SK-MEL-5: -45*; SK-MEL-28: 50; EKVX: 38; A549/ATCC: 31; M14: 28; UACC-257: 37; HOP-92: 53

How did Nc1nnc(CSc2nnc3n(Cc4ccccc4)c(=O)c4c5c(sc4n23)CCCC5)s1 do in these assays?
UACC-62: 82; SK-MEL-5: 105; SK-MEL-28: 122; EKVX: 93; A549/ATCC: 95; M14: 104; UACC-257: 98; HOP-92: 71

What do the screens show for `CC(=O)O[C@H]1C[C@@]2(C)[C@@H](C/C(=N\O)[C@H]3[C@@]4(C)CC/C(=N\O)[C@@H](C)[C@@H]4CC[C@@]32C)/C1=C(\CCC=C(C)C)C(=O)O`?
UACC-62: 94; SK-MEL-5: 93; SK-MEL-28: 109; EKVX: 96; A549/ATCC: 103; M14: 92; UACC-257: 105

Results for O=C(/C=C/c1ccccc1)COC(=O)c1ccccc1 ?
UACC-62: 101; SK-MEL-5: 107; SK-MEL-28: 115; EKVX: 111; A549/ATCC: 104; M14: 97; UACC-257: 105; HOP-92: 94

What do the screens show for `C=C1C(=O)O[C@H]2[C@H]1CC/C(COC(=O)OCCCCCO)=C\CC[C@@]1(C)O[C@@H]21`?
UACC-62: 68; SK-MEL-5: 90; SK-MEL-28: 79; EKVX: 79; A549/ATCC: 83; M14: 61; UACC-257: 58; HOP-92: 64

Results for CCNCCNc1cc(-c2ccc(Cl)cc2)c(C#N)c2nc3ccccc3n12 ?
UACC-62: -83*; SK-MEL-5: -99*; SK-MEL-28: -90*; EKVX: 11; A549/ATCC: 6.1*; M14: -71*; UACC-257: -79*; HOP-92: 54

How did Cc1ccc(CBr)c2ccccc12 do in these assays?
UACC-62: 107; SK-MEL-5: 107; SK-MEL-28: 105; A549/ATCC: 102; M14: 105; UACC-257: 94; HOP-92: 99

How did COc1cc(-c2ccc(-[n+]3nc(-c4ccc([N+](=O)[O-])cc4)nn3-c3ccc([N+](=O)[O-])cc3)c(OC)c2)ccc1-[n+]1nc(-c2ccc([N+](=O)[O-])cc2)nn1-c1ccc([N+](=O)[O-])cc1 do in these assays?
UACC-62: 86; SK-MEL-5: 47; SK-MEL-28: 73; A549/ATCC: 12; M14: 58; UACC-257: -43*

How did CCC1C(C(=O)c2cc(Cl)ccc2O)=CNc2cc(C)nn21 (stereo not drawn) do in these assays?
UACC-62: 83; SK-MEL-5: 88; SK-MEL-28: 112; EKVX: 97; A549/ATCC: 97; M14: 101; UACC-257: 100; HOP-92: 86

How did COc1cccc(C2=NN(C(C)=O)C(c3cccc(NS(C)(=O)=O)c3)C2)c1O (stereo not drawn) do in these assays?
UACC-62: 80; SK-MEL-5: 107; SK-MEL-28: 99; EKVX: 100; M14: 92; HOP-92: 81

What do the screens show for `COc1cc(/C=C/C(=O)c2ccc(Cl)cc2)ccc1Oc1nc(Nc2ccc(F)cc2)nc(N(C)C)n1`?
UACC-62: 70; SK-MEL-5: 55; SK-MEL-28: 89; EKVX: 67; A549/ATCC: 79; M14: 84; UACC-257: 75; HOP-92: 78

Results for COc1ccc(-c2ccn(CC(=O)N3CCOCC3)n2)cc1OC1CCCC1 ?
UACC-62: 96; SK-MEL-5: 91; SK-MEL-28: 109; EKVX: 88; A549/ATCC: 103; M14: 99; UACC-257: 102; HOP-92: 75

Results for COc1ccc(-c2cc(-c3ccc(Cl)cc3)c(C#N)c(=O)n2CCCCC(=O)NO)cc1 ?
UACC-62: 87; SK-MEL-5: 39; SK-MEL-28: 79; EKVX: 72; A549/ATCC: 83; M14: 73; UACC-257: 80; HOP-92: 87

Results for COc1ccc(/C=c2\nc3n(-c4ccccc4)c4nc(N)nc(=N)n4n-3c2=O)cc1 ?
UACC-62: 97; SK-MEL-5: 100; SK-MEL-28: 108; EKVX: 92; A549/ATCC: 109; M14: 101; UACC-257: 108; HOP-92: 94

Results for Cc1cc(N2CCCC2)nc(N(CCCNc2ccnc3cc(Cl)ccc23)Cc2ccc3c(c2)OCO3)n1 ?
UACC-62: -33*; SK-MEL-5: -97*; SK-MEL-28: -82*; EKVX: 36; A549/ATCC: 13; M14: -83*; HOP-92: -36*

The closing two records of the part before open the next one.
Results for COc1ccc(/C=c2\nc3n(-c4ccccc4)c4nc(N)nc(=N)n4n-3c2=O)cc1 ?
UACC-62: 97; SK-MEL-5: 100; SK-MEL-28: 108; EKVX: 92; A549/ATCC: 109; M14: 101; UACC-257: 108; HOP-92: 94

Results for Cc1cc(N2CCCC2)nc(N(CCCNc2ccnc3cc(Cl)ccc23)Cc2ccc3c(c2)OCO3)n1 ?
UACC-62: -33*; SK-MEL-5: -97*; SK-MEL-28: -82*; EKVX: 36; A549/ATCC: 13; M14: -83*; HOP-92: -36*

What do the screens show for `Fc1ccc(-c2nc3cc4nc5ccccc5[nH]c4cc3n2)cc1`?
UACC-62: 94; SK-MEL-28: 101; EKVX: 94; A549/ATCC: 90; M14: 49; UACC-257: 88; HOP-92: 95

Results for O=C1N/C(=N/c2nc(-c3ccccc3Cl)cc(-c3ccc(Cl)cc3Cl)n2)S/C1=C/c1ccc(Cl)cc1 ?
UACC-62: 70; SK-MEL-5: 84; SK-MEL-28: 104; A549/ATCC: 89; M14: 102; UACC-257: 93; HOP-92: 55

How did COc1ccc(CCNc2nc3c(c(=O)n(Cc4ccc(Br)cc4)c(=O)n3C)n2C)cc1OC do in these assays?
UACC-62: 75; SK-MEL-5: 68; SK-MEL-28: 99; EKVX: 84; A549/ATCC: 90; M14: 101; UACC-257: 92; HOP-92: 93

Results for COc1cc(NS(=O)(=O)c2ccccc2)c2nc3ccc(Cl)cc3nc2c1 ?
UACC-62: 102; SK-MEL-5: 103; SK-MEL-28: 115; EKVX: 102; A549/ATCC: 102; M14: 105; UACC-257: 104; HOP-92: 84

How did COc1ccc(-c2nnc(COc3ccc(NS(C)(=O)=O)cc3F)o2)cc1 do in these assays?
UACC-62: 85; SK-MEL-5: 92; SK-MEL-28: 124; A549/ATCC: 91; M14: 108; UACC-257: 103; HOP-92: 96

Results for COc1ccc(-c2c(NC(=O)Nc3ccc(Cl)c(C(F)(F)F)c3)cnn2-c2ccc(S(N)(=O)=O)cc2)cc1 ?
UACC-62: 41; SK-MEL-5: 27; SK-MEL-28: 42; EKVX: 62; A549/ATCC: 39; M14: 15; UACC-257: 35; HOP-92: 0.8*

What do the screens show for `O=S(=O)(O)c1cccc(S(=O)(=O)O)c1`?
UACC-62: 94; SK-MEL-5: 117; SK-MEL-28: 88; EKVX: 110; A549/ATCC: 91; M14: 109; HOP-92: 87

What do the screens show for `O=C(NS(=O)(=O)c1cccc(Br)c1)n1cc(-c2ccncc2)c(-c2ccc(Cl)c(O)c2)n1`?
UACC-62: 30; SK-MEL-5: 91; SK-MEL-28: 51; EKVX: 87; A549/ATCC: 92; M14: 31; UACC-257: 69; HOP-92: 82

Results for CC(/C=C1\SC(=S)N(CCC(=O)NC(C(=O)O)C(C)C)C1=O)=C\c1ccccc1 (stereo not drawn) ?
UACC-62: 100; SK-MEL-5: 98; SK-MEL-28: 108; EKVX: 102; A549/ATCC: 102; M14: 107; UACC-257: 98; HOP-92: 98

How did c1ccc(Cc2nn[nH]n2)cc1 do in these assays?
UACC-62: 103; SK-MEL-5: 99; SK-MEL-28: 110; EKVX: 97; A549/ATCC: 112; M14: 110; UACC-257: 114; HOP-92: 78

For convenience, part of the list above:
How did COc1ccc(-c2nnc(COc3ccc(NS(C)(=O)=O)cc3F)o2)cc1 do in these assays?
UACC-62: 85; SK-MEL-5: 92; SK-MEL-28: 124; A549/ATCC: 91; M14: 108; UACC-257: 103; HOP-92: 96

Results for COc1ccc(-c2c(NC(=O)Nc3ccc(Cl)c(C(F)(F)F)c3)cnn2-c2ccc(S(N)(=O)=O)cc2)cc1 ?
UACC-62: 41; SK-MEL-5: 27; SK-MEL-28: 42; EKVX: 62; A549/ATCC: 39; M14: 15; UACC-257: 35; HOP-92: 0.8*

What do the screens show for `O=S(=O)(O)c1cccc(S(=O)(=O)O)c1`?
UACC-62: 94; SK-MEL-5: 117; SK-MEL-28: 88; EKVX: 110; A549/ATCC: 91; M14: 109; HOP-92: 87

What do the screens show for `O=C(NS(=O)(=O)c1cccc(Br)c1)n1cc(-c2ccncc2)c(-c2ccc(Cl)c(O)c2)n1`?
UACC-62: 30; SK-MEL-5: 91; SK-MEL-28: 51; EKVX: 87; A549/ATCC: 92; M14: 31; UACC-257: 69; HOP-92: 82

Results for CC(/C=C1\SC(=S)N(CCC(=O)NC(C(=O)O)C(C)C)C1=O)=C\c1ccccc1 (stereo not drawn) ?
UACC-62: 100; SK-MEL-5: 98; SK-MEL-28: 108; EKVX: 102; A549/ATCC: 102; M14: 107; UACC-257: 98; HOP-92: 98

How did c1ccc(Cc2nn[nH]n2)cc1 do in these assays?
UACC-62: 103; SK-MEL-5: 99; SK-MEL-28: 110; EKVX: 97; A549/ATCC: 112; M14: 110; UACC-257: 114; HOP-92: 78

Additional compounds follow.
Results for CC(=Nc1ccc(Cl)cc1N)c1c(O)cc(C)oc1=O ?
UACC-62: 95; SK-MEL-5: 97; SK-MEL-28: 104; A549/ATCC: 99; M14: 93; HOP-92: 83

What do the screens show for `CN(C)N=C1CCCCC1`?
UACC-62: 100; SK-MEL-5: 99; SK-MEL-28: 116; A549/ATCC: 107; M14: 100; UACC-257: 103

How did Nc1ncnc2nc(NCc3ccccc3)[nH]c12 do in these assays?
SK-MEL-5: 101; SK-MEL-28: 106; EKVX: 99; A549/ATCC: 78; M14: 91; UACC-257: 79; HOP-92: 86

How did N#CCCN(CCC#N)C(CCC(=O)O)C(=O)O (stereo not drawn) do in these assays?
UACC-62: 113; SK-MEL-5: 99; SK-MEL-28: 103; A549/ATCC: 101; M14: 102; UACC-257: 105; HOP-92: 107

What do the screens show for `CCOc1ccc(NC2=C(Cl)C(=O)c3ccccc3C2=O)cc1`?
UACC-62: 79; SK-MEL-5: 81; SK-MEL-28: 47; EKVX: 87; A549/ATCC: 97; M14: 68; UACC-257: 98; HOP-92: 79

Results for O=C(O)c1cn(-c2ccccc2)nc1-c1ccc(O)cc1 ?
UACC-62: 91; SK-MEL-5: 106; SK-MEL-28: 101; EKVX: 96; A549/ATCC: 92; M14: 92; UACC-257: 85; HOP-92: 85

What do the screens show for `Cc1ccc(S(=O)(=O)c2c(NC(=O)c3ccc(Cl)cc3Cl)n[nH]c2Nc2ccccc2)cc1`?
UACC-62: 82; SK-MEL-5: 93; SK-MEL-28: 99; EKVX: 98; A549/ATCC: 81; M14: 101; UACC-257: 93; HOP-92: 88

Results for COc1ccc(-n2c(C(O)c3ccccc3)nn(CN3CCOCC3)c2=S)cc1 (stereo not drawn) ?
UACC-62: 96; SK-MEL-5: 112; SK-MEL-28: 89; EKVX: 111; A549/ATCC: 103; M14: 95; UACC-257: 105; HOP-92: 83

What do the screens show for `C(=C1c2ccccc2-c2ccccc21)c1ccccc1`?
UACC-62: 90; SK-MEL-5: 101; SK-MEL-28: 113; EKVX: 105; A549/ATCC: 104; M14: 100; UACC-257: 145; HOP-92: 100

How did COc1cc2nc(Cl)nc(Nc3cccc(C4=NN(C=O)C(c5ccc6c(c5)OCO6)C4)c3)c2cc1OC (stereo not drawn) do in these assays?
UACC-62: 94; SK-MEL-5: 81; SK-MEL-28: 89; EKVX: 81; A549/ATCC: 84; M14: 95; UACC-257: 105; HOP-92: 85

What do the screens show for `CC(=O)N1N=C(c2ccc(Cl)cc2)CC1c1sc(N2CCOCC2)nc1Cl` (stereo not drawn)?
UACC-62: 94; SK-MEL-5: 100; SK-MEL-28: 111; A549/ATCC: 96; M14: 96; UACC-257: 103

What do the screens show for `NC(=O)c1cc(N)nc(Cl)n1`?
UACC-62: 94; SK-MEL-5: 97; SK-MEL-28: 107; EKVX: 100; A549/ATCC: 101; M14: 105; UACC-257: 108; HOP-92: 93

Results for COc1nc2c(c(=O)n1C)CN(Cc1ccccc1)C(=O)CN2C ?
UACC-62: 76[100 µM]; SK-MEL-5: 99[100 µM]; SK-MEL-28: 105[100 µM]; EKVX: 82[100 µM]; A549/ATCC: 94[100 µM]; M14: 103[100 µM]; UACC-257: 93[100 µM]; HOP-92: 82[100 µM]
